# uPA generation: cell surface uPA generation inhibition; cell surface uPA generation assay, qHTS; Potency, µM (titrated, usually from 38.3 µM), for inactives: top-dose activity change, negative = inhibition, hits mostly inhibitors; hit rate 0.31% among 330,000; active = well fitted inhibition curve with a large enough effect; inconclusive = small, poorly fitted or top-dose-only effect; inactive = no such curve, though single readings can be large or run the other way; tested in mouse RAW 264.7 cells; note: potency is the fitted concentration of half-maximal effect; % is set by controls: 0 for no effect and ±100 for the full control effect; nearly all actives have a fitted effect of over 55% in size
# a7 integrin act: activates integrin-mediated alleviation for muscular dystrophy | hit rate 0.064% among 350,000 | Potency, µM (series often up to 38.3 µM), inactives show top-dose activation, hits mostly activators | alpha7betagal myoblasts, beta-gal FDG fluorescence, 48 h;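 note: potency is the fitted concentration of half-maximal effect; 100% = response of the positive control SU9516; nearly all actives have a fitted effect of over 60% in size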
#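 Alpha7betagal+/- myoblasts (passage 13) were plated 16-24 hr, then exposed to compounds (1:260 dilution of DMSO stock) for 48 hours at 37C. After MPER lysis, β-galactosidase reporter activity was read as FDG fluorescence (ex 480/em 540) after 30 minutes.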
# B2AR arrestin: beta2AR (human) beta-arrestin recruitment activity; beta-arrestin recruitment to beta2AR, cell-based reporter; Potency, µM (titrated, usually from 46.1 µM), inactives show at the top dose activation, hits mostly activators; hit rate 0.02% among 330,000; AID 492947;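 note: potency is the fitted concentration of half-maximal effect; 0% = DMSO controls and full agonism = EC100 isoproterenol or metaproterenol; nearly all actives have a fitted effect of over 65% in size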
# Eya2 phos inh: Eya2 (human) phosphatase inhibition | O00167 | recombinant Eya2, OMFP fluorescence dephosphorylation (OMFP is methylfluorescein phosphate) | Potency, µM (titrated, usually from 76.9 µM), for inactives: top-dose activity, negative = inhibition, most hits filed as inhibitors | hit rate 0.006% among 330,000; note: potency is the fitted concentration of half-maximal effect; % is set by controls: 0 for no effect and ±100 for the full control effect
# Target sequence (O00167 whole entry, looked up): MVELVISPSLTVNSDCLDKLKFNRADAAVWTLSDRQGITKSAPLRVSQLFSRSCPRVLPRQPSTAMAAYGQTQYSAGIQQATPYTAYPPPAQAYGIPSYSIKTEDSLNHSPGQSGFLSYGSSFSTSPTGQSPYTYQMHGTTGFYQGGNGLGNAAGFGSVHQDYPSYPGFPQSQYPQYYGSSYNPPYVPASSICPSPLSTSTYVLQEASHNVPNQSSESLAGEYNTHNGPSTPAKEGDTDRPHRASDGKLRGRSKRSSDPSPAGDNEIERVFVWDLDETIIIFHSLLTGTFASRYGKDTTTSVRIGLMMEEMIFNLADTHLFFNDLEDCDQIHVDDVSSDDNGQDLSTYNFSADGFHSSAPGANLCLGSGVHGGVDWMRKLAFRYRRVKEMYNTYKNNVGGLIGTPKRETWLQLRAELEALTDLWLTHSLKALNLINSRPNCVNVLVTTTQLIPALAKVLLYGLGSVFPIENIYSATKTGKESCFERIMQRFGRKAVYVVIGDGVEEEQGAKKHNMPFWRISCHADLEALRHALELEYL
#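 Eya2 protein (added as 0.2 uM solution) was preincubated with compound for 10 min at ambient temperature in 50 mM HEPES pH 7.5, 50 mM NaCl, 5 uM MgCl2, 0.05% BSA, 1 mM DTT. OMFP (added at 50 uM) then reacted 10 min; fluorescence read at 485/525 nm.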
# ASM inhibitor: inhibitors of human secretory acid sphingomyelinase; P17405; placental ASM, HMU-PC fluorogenic substrate, 60 min; Potency, µM (doses to about 57.5 µM), without a hit: top-dose activity change, negative = inhibition, most hits filed as inhibitors; hit rate 0.006% among 340,000; AID 504937; note: potency is the fitted concentration of half-maximal effect
# Target sequence (P17405 47-631 limits assumed): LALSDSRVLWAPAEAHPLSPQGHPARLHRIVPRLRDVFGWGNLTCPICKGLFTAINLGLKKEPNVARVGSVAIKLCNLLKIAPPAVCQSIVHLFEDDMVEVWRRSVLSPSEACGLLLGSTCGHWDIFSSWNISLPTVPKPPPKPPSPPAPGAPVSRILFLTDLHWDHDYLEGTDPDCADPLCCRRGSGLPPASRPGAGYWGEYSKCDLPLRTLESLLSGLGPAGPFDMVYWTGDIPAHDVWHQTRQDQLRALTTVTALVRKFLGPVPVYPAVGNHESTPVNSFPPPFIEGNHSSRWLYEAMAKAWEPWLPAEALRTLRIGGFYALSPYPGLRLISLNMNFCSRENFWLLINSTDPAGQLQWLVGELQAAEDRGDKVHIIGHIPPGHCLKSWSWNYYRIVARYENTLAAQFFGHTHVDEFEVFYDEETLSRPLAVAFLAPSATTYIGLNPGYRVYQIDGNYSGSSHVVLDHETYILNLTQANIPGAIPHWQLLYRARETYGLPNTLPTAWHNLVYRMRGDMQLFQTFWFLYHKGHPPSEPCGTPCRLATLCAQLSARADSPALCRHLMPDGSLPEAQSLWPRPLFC
#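 HMU-PC0 cleavage (9 uM final) by human placental ASM, 60 min at 37 °C following 10 min compound exposure at RT; stopped at pH 10, fluorescence Ex 386/Em 447 nm.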
# p53 reactivation: restores transcriptional activity of mutant p53 | Potency, µM (highest dose often 92.2 µM), for the others: at the top dose activity change, positive = activation, most hits filed as activators | hit rate 0.063% among 320,000 | H1299 p53-A138V BP100-luciferase reporter, luminescence, 24 h; note: potency is the fitted concentration of half-maximal effect; % of control where 0% means no effect; nearly all actives have a fitted effect of over 45% in size
#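 p53-null H1299 cells stably carrying temperature-sensitive p53-A138V and a BP100-luciferase reporter were pinned with compounds (4-point, 1:5 series) and held 24 hrs at 37 deg C. Luminescence was read 10 min after detection reagent.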
# TRPV1 agonist: agonists of human vanilloid receptor 1 (TRPV1) | TRPV1-expressing cells, Fluo-8 calcium influx, agonist mode | Q8NER1 | activation, % at 8.33 µM | hit rate 0.19% among 320,000; in the data active = activation above about 80%; inconclusive = between about 30% and that limit; note: 0% is about no effect
#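 TRPV1-expressing cells were cultured overnight at 35.5C and loaded with Fluo-8 calcium dye for 40 to 90 min at room temperature. After a 10 s baseline, compound was added and calcium influx was read kinetically for 3 min (ex 480/em 520 nm).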
# BRCA1 expr act: activators of BRCA1 expression; MCF7-BRCA1-FFLuc reporter, luminescence, 48 h; response scale: scaled: vehicle 0%, 10 µM genistein 100%; Potency, µM (titrated, usually from 46.1 µM), for the others: at the top dose activation, most hits filed as activators; hit rate 1.1% among 380,000; AID 624202; note: potency is the fitted concentration of half-maximal effect; nearly all actives have a fitted effect of over 80% in size; some results filed as inactive show a strong effect at the top dose
#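 Compounds are tested at multiple concentrations on MCF7 BRCA1-luciferase reporter cells seeded at 2000 per well; after 48 h, a single luminescence end-point is taken and curves fitted to the normalized data.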
# PTAP TSG101 blk: blocks PTAP/TSG101 interaction to inhibit HIV-1 budding. Q99816. Fluorescence polarization, FITC-PTAP peptide / Tsg101 binding. Potency, µM (highest dose often 115 µM), inactives show at the highest dose activity change, negative = inhibition, usual class: inhibitors. 340,000 tested, under 10 active; active = well fitted inhibition curve with a large enough effect in the main read-out, with a control signal flat, not every such curve was filed as active; inconclusive = small, poorly fitted or top-dose-only effect, or effect the other way, or a change in a side signal; inactive = no such curve, though single readings can be large or run the other way; note: potency is the fitted concentration of half-maximal effect; % of control where 0% means no effect
#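 FP read-out: FITC-PTAP peptide, 50 nM final, binding Tsg101 binding domain, 10 uM final; 20 min, r.t.; 10 mM HEPES pH 7.5, 0.15 M NaCl, 0.01% Tween 20, 3 mM EDTA, 0.1 mM TCEP.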
# ELG1 genotox: induces genotoxicity in HEK293T cells with luciferase-tagged ELG1. HEK293T ELG1-luciferase reporter, luminescence, 16 h. AID 504466. hit rate 1.3% among 330,000. Potency, µM (doses to about 46 µM), for inactives: top-dose activity change, positive = activation, actives largely listed as activators; note: potency is the fitted concentration of half-maximal effect; % of control where 0% means no effect; nearly all actives have a fitted effect of over 60% in size
#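 Quantitative HTS format in 1536-well plates. HEK293T ELG1-luciferase reporter cells receive test compound and are incubated 16 hr at 37 °C, 5% CO2; ONE-Glo added, 30 min room temperature, then luminescence read.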
# USP2a block: USP2a (human) protease inhibition; O75604; USP2 core, Ub-CHOP2 coupled fluorogenic reporter, 485/531; Potency, µM (highest dose often 38.3 µM), for the others: top-dose activity change, negative = inhibition, actives largely listed as inhibitors; hit rate 0.01% among 330,000; AID 463254;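 note: potency is the fitted concentration of half-maximal effect; plate controls were DMSO wells for no effect and full inhibition by NEM control for full effect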
#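 Deubiquitinase activity read as fluorescence (485/531 nm) after Ub-CHOP2 cleavage activates the enterokinase reporter on its substrate; USP2 core 10nM, Ub-CHOP2 and substrate 25nM each, 30min compound preincubation then 60min RT; data normalized to NEM, curves fitted.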
# * marks the source's active call; other numbers are inactive results; ? = inconclusive; nt = no result given; & = joins results of further samples; [ ] = another dose, or the depositor's remark. Unless noted, calls come from the whole dose curve; as a rule, active = well fitted curve in the direction sought with a large enough effect; inconclusive = small, poorly fitted or top-dose-only effect, or another doubt; inactive = no such curve, though single readings can be large; an effect the other way counts as inactive or inconclusive.
# Order of results – uPA generation	a7 integrin act	B2AR arrestin	Eya2 phos inh	ASM inhibitor	p53 reactivation	TRPV1 agonist	BRCA1 expr act	PTAP TSG101 blk	ELG1 genotox	USP2a block
C=CCSc1nc2sc3c(c2c(=O)n1-c1ccc(C)cc1)CCN(C)C3
    -17%	?	-0.4%	-1%	-1%	-1%	-3	-3%	-5%	-4%	2%
CC(=O)c1ccc2c3c(cccc13)C(=O)N(CCc1ccccc1)C2=O
    3%	10%	-0.7%	5%	-13%	11%	2	51%	?	-4%	0%
CCOc1ccccc1-c1nc(-c2ccncc2)no1
    2%	7%	nt	nt	-1%	nt	1	20%	-1%	nt	nt
C/C(CC(=O)c1ccccc1)=N\NC(=O)CC#N
    -3%	1%	-0.7%	8%	1%	-2%	-1	2%	2%	1%	3%
COc1ccccc1NC(=O)Cn1cnc2sc(C(=O)Nc3ccc(OC)c(OC)c3)c(C)c2c1=O
    10%	5%	-1.2%	3%	-6%	-1%	-1	-31%	-3%	7%	-6%
O=c1c(/C=N/N2CCOCC2)c(C(F)(F)F)[nH]n1-c1ccccc1
    4%	6%	-0.4%	10%	1%	-4%	-4	-6%	-3%	0%	5%
Cc1nnc(N/N=C/c2ccccc2O)n1N
    -10%	-1%	-0.2%	-6%	246%[activator]	-10%	0	-49%	5%	1%	-1%
CCOC(=O)c1c(C)[nH]c(C)c1C(=O)CSc1nnc(-c2ccc(OC(F)F)cc2)o1
    3%	20%	0.0%	-20%	-1%	-4%	6	-30%	0%	-4%	4%
COc1c(S(=O)(=O)NCCCN2CCOCC2)ccc(Cl)c1Cl
    0%	-7%	-0.5%	-14%	2%	10%	0	-11%	-3%	-2%	10%
COC(=O)/C=C/C(=O)N1CCN(c2ccccc2C)CC1
    11µM*	-5%	0.3%	-2%	0%	15%	?	-17%	0%	3%	0%
CCN1CCN(c2nc3ccccc3n3cnnc23)CC1
    -4%	20%	-0.1%	-20%	7%	-4%	-10	46%	0%	0%	-1%
O=C(NCc1ccc(Cl)cc1)C1CCN(S(=O)(=O)c2ccc(F)cc2)CC1
    -2%	22%	0.0%	6%	3%	15%	8	-1%	-4%	-9%	-3%
COc1cc(C2NC(=O)NC(C)=C2C(=O)OC2CCCC(C)C2)ccc1O (configuration not stated)
    0%	7%	0.5%	7%	4%	-10%	-3	18%	0%	1%	-1%
COCCCNC(=O)c1ccc(Cn2c(=O)c3ccccc3n(Cc3cc(C)ccc3C)c2=O)cc1
    -6%	-39%	0.1%	-5%	-2%	-2%	24	-39%	-2%	-4%	0%
CC(=O)Nc1ccc(NC(=O)C2CC(=O)N(c3cccc(C)c3C)C2)cc1 (configuration not stated)
    -8%	-4%	0.2%	5%	1%	2%	-4	0%	-5%	-2%	0%
S=C(c1ccc(N2CCCC2)c(Br)c1)N1CCCCC1
    1%	20%	-0.3%	2%	-1%	-3%	26	-40%	-2%	4%	2%
Cc1ccccc1N1CCN(S(=O)(=O)N(C)C)CC1
    2%	3%	0.0%	7%	2%	0%	6	1%	-7%	-5%	0%
CCOC(=O)Cn1nc(NC(=O)c2ccc3c(c2)OCO3)cc1C
    ?	5%	0.2%	-2%	2%	-1%	0	37%	nt	15%	-1%
O=C(COc1ccccc1)NCc1ccco1
    0%	1%	nt	nt	0%	nt	nt	-4%	0%	nt	nt
Cc1ccc(CCNC(=O)C2CCCN(S(=O)(=O)c3cccc4nsnc34)C2)cc1 (configuration not stated)
    -2%	4%	0.4%	9%	-2%	-6%	-10	-6%	2%	-1%	-6%
COc1ccc(OCC#CCN2CC(C)OC(C)C2)cc1 (configuration not stated)
    -1%	-4%	0.0%	-4%	2%	6%	0	17%	-2%	1%	2%
CCCC(C)c1nnc(NC(=O)c2cc(C(=O)OC)cc([N+](=O)[O-])c2)s1 (configuration not stated)
    nt	-10%	-0.8%	0%	-14%	4%	1	-8%	-6%	-5%	1%
CC[C@H](C)[C@H](NC(=O)CNC(=O)COc1cc2c(c3oc(=O)cc(C)c13)CCC(C)(C)O2)C(=O)O
    -8%	2%	-0.1%	14%	65%[activator]	8%	-2	5%	-7%	0%	-8%
N#Cc1cc(Sc2ccccn2)c([N+](=O)[O-])cc1C#N
    6%	-5%	0.1%	-6%	-2%	5%	1	4%	1%	2%	1%
C/C(=N\NC1=NCCN1)c1ccccc1
    21%	-3%	-0.8%	8%	3%	-2%	0	3%	0%	-4%	0%
CC(C)N(NC(=O)c1cccc2ccccc12)C(C)C
    -1%	4%	0.1%	2%	6%	1%	-2	15%	-4%	0%	3%
Cc1ccc(-n2c3c(c(=O)[nH]c2=O)C(NS(=O)(=O)c2ccc(C)cc2)(C(F)(F)F)C(=O)N3)cc1 (configuration not stated)
    nt	0%	-0.8%	-12%	-1%	1%	4	0%&-1%	-7%	2%	3%
CCc1ccc(NS(=O)(=O)c2ccc3[nH]cc(C(=O)N4CCCCC4)c(=O)c3c2)cc1
    3%	5%	-1.5%	-5%	-2%	3%	11	0%	-2%	-1%	2%
COc1cc(C2CC(C(F)(F)F)n3ncc(C(=O)O)c3N2)cc(OC)c1OC (configuration not stated)
    2%	11%	-0.9%	15%	2%	0%	-3	3%[1.84 µM]	-6%	-3%	0%
CC(C)(C)CN1CCC(Oc2cccc(C(=O)NCCCOc3cccnc3)c2)CC1
    -20%	-16%	0.1%	4%	1%	1%	13	-34%	-3%	-1%	2%
COc1cc(NC(=O)CN2CCN(CC(=O)Nc3ccccc3OC)CC2)cc(OC)c1
    8%	-19%	-1.2%	7%	4%	6%	2	2%	-5%	-9%	0%
Cc1ccc(NC(=O)C(C)OC(=O)c2n[nH]c3ccccc23)cc1 (configuration not stated)
    -4%	-4%	0.0%	-17%	-2%	6%	7	-13%	-2%	?	0%
CCCCNC(=O)CN(c1cccc(F)c1)S(C)(=O)=O
    0%	2%	-0.5%	-8%	5%	-5%	1	0%	4%	3%	3%
Cc1ccc(-c2nn(-c3ccccc3)cc2C2CC(c3cccs3)=NN2C(=O)CCC(=O)O)cc1 (configuration not stated)
    -2%	13%	0.3%	29%	-1%	-4%	18	-13%	-8%	4%	1%
Cc1nn(-c2ccccc2)c(N2CCCC2)c1/C=N/NC(=O)c1ccccc1O
    -3%	-3%	-0.5%	0%	-11%	-8%	20	-16%	0%	-4%	0%
O=C(Cn1c(C(F)(F)F)nc2ccccc21)N/N=C/c1ccco1
    1%	-12%	0.0%	9%	4%	-1%	-1	-7%	-2%	-3%	0%
CCOC(=O)/C(C#N)=N/Nc1ccccc1C#N
    -2%	-35%	-1.5%	-7%	-5%	7%	1	1%	-7%	-6%	4%
O=C(NC(=S)Nc1ccccn1)c1cncc(Br)c1
    1%	-4%	0.3%	2%	4%	?	0	81%	-2%	11%	6%
CCOc1cccc(C(c2c(C)n(C)n(-c3ccccc3)c2=O)c2c(C)n(C)n(-c3ccccc3)c2=O)c1OC
    -29%	27%	?	3%	3%	-1%	-5	-14%	0%	-1%	2%
S=C(Nc1ccccc1Cl)N1CCC(c2ccccc2)C1 (configuration not stated)
    0%	17%	0.2%	1%	-1%	21%	1	?	-1%	?	0%
O=C(COC(=O)c1ccc2ncsc2c1)NCc1cccc(Cl)c1
    3%	0%	0.0%	-19%	-5%	27%	?	82%	-6%	10%	1%
COc1cc(OC)c(OC)cc1/C=C/c1ccnc2ccccc12
    -11%	-9%	nt	nt	7%	nt	nt	-70%&-42%	2%	nt	nt
CC(C)(C)OC(=O)C[C@@H]1C/C=C\C[C@@H](CC(=O)N[C@H](CO)Cc2ccccc2)C(=O)NCCOC1=O
    -12%	-6%	-1.1%	-8%	5%	4%	nt	-1%	-2%	0%	-3%
O=C(NCc1ccc(Cl)cc1)C1CCCN(C(=O)c2ccc(Cl)cc2)C1 (configuration not stated)
    2%	?	-1.2%	-1%	-1%	-4%	26	3%	-2%	-2%	0%
O=S(=O)(c1cccc(-c2cn3ccccc3n2)c1)N1CCCCC1
    3%	15%	0.1%	-18%	1%	-2%	8	-21%	-1%	-10%	0%
CCN(Cc1ccc(OC)c(F)c1)C(=O)/C=C/c1ccc(S(=O)(=O)N2CCOCC2)cc1
    -12%	22%	-0.3%	-5%	-1%	-12%	1	-16%	6%	0%	2%
O=C(NCc1cccnc1)C1CCN(S(=O)(=O)N2CCC3(CC2)OCCO3)CC1
    0%	4%	0.0%	-12%	6%	-7%	nt	5%	-8%	-1%	1%

# Compound activity as filed in PubChem BioAssay.
